High-throughput results from PubChem.
LGR2 inh – blocks bursicon-induced cAMP signaling via Drosophila LGR2; HEK293 LGR2, CRE-luciferase, bursicon-stimulated, 4 h; inhibition, % at 9.99 µM; 0.35% of 380,000 active; AID 720647;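 active = drop in luminescence signal, shown as inhibition above about 50% in the replicate tests, limit read from the data, passing the limit was not always enough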;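 also: agonist challenge used bursicon conditioned medium at about half maximal strength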
CASP6 VEID inh – caspase-6 (human) enzyme inhibition | purified caspase-6, Z-VEID-R110 cleavage fluorescence | inhibition, % at 12.5 µM | 0.53% of 350,000 active | AID 686996;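 active = mean inhibition across replicates at least about 35%, with every replicate also reaching that limit, limit read from the data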;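 also: 0% = median of neutral control wells and 100% = no fluorescence left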
Target sequence (P55212 24-179 limits assumed): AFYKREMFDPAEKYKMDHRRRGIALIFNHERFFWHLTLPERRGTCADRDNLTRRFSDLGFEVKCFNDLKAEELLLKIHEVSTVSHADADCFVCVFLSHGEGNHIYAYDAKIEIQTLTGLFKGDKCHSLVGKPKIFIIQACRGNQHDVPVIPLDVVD
Target sequence (P55212 194-293 limits assumed): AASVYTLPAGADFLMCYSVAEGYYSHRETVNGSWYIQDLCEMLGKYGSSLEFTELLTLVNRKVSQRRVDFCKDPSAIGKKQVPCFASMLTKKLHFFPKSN
S100A4 inh HTS – blocks human S100A4 binding to myosin IIA peptide | 0.14% of 360,000 active | AID 652163 | inhibition, % at 10.7 µM | S100A4/TAMRA-MyoIIA peptide fluorescence polarization | P26447;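 active = mean inhibition of at least 70% across replicates, with every replicate also reaching that level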
Target sequence (P26447 whole entry, looked up): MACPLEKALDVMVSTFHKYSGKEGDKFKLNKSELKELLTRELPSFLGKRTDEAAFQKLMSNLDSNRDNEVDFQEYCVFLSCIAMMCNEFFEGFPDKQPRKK
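Compound dosing: one dose per compound; test system: human S100A4 monomer with TAMRA-labelled myosin IIA peptide; probe or stimulus: TAMRA-labelled myosin IIA heavy-chain peptide probe, 5 nM; medium: HEPES buffer with Ca2+, pH 7.2; schedule: 5 min incubation before reading; benchmarks: neutral control DMSO, positive control TFP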
FN deposition inh – fibronectin deposition inhibition | 0.086% of 350,000 active | inhibition, % at 12.6 µM | AID 743247 | AH1F fibroblasts, Alexa488-fibronectin deposition fluorescence, overnight;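 active = mean inhibition across replicates of 30% or more, regardless of how many single replicates reach that level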;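 also: positive control wells lacked labelled fibronectin entirely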
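Material: AH1F fibroblasts assembling fluorescent fibronectin matrix; amount: 10000 AH1F cells/well; medium: DMEM, 2% serum; reagent: Alexa488-fibronectin, 24 nM final in well; dosing: single compound dose, delivered by pin transfer; incubation: 1 h adhesion, overnight exposure; detection: fluorescence after three HBSS washes, excitation 485 nm, emission 525 nm; measure: fibronectin deposition inhibition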
esBAF inh – SWI/SNF esBAF complex inhibition; mouse ES cells, Bmi1-luciferase knock-in reporter, 24 h; 100% = twice the neutral-well signal; reporter increase, % at 12.5 µM; 2% of 350,000 active; AID 602393; in the data active = activation above about 40%;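 also: 0% = median of the plate's neutral control wells and 100% = double that signal; a rise in the Bmi1 reporter signal indicates esBAF inhibition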
SIRT5 inh – inhibitors of human sirtuin-5 desuccinylase; Purified SirT5, succinyl-peptide AMC, trypsin-coupled fluorescence; inhibition, % at 15 µM; 1.1% of 330,000 active; AID 652115; in the data active = inhibition above about 15%
Target sequence (Q9NXA8 whole entry, looked up): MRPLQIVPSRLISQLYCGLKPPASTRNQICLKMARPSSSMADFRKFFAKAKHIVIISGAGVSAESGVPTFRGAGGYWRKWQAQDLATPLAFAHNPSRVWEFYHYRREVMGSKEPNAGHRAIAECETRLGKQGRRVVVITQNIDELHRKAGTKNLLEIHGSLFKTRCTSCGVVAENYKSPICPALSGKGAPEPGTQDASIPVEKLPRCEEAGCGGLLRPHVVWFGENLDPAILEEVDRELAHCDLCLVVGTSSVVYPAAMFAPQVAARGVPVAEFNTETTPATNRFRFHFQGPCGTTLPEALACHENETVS
C2C12 statin – suppression of simvastatin myotoxicity; C2C12 myotubes + simvastatin, ATP luminescence, 48 h; scaled: DMSO 0, geranylgeraniol control 100; rescue of ATP level, % at 7.49 µM; 0.78% of 330,000 active; AID 602340;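 active = mean ATP rescue above about 67%, or every replicate alone reaching that limit, limit read from the data, passing the limit was not always enough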;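 also: myotubes were challenged with 10 µM simvastatin during compound exposure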
Active calls of the source: *; x = not tested or not shown. The list is partial; count on the stated rates, not on these rows.

SMILES	LGR2 inh	CASP6 VEID inh	S100A4 inh HTS	FN deposition inh	esBAF inh	SIRT5 inh	C2C12 statin
NC(=O)CC1NC(=O)c2cc([N+](=O)[O-])cc(I)c2OCCC(C(N)=O)NC(=O)[C@@H]2CCCN2C1=O (stereo partly drawn)	-4	8	9	-3	x	x	x
CN(CC(=O)Nc1sc2c(c1C#N)CCCCC2)Cc1nc2ccccc2c(=O)[nH]1	10	-4	2	-10	x	-3	x
CC(C)c1ccc(O)c(NC(=O)c2cccnc2)c1	-6	-1	3	x	4	-3	1
C[C@H]1CN([C@@H](C)CO)C(=O)c2cc(NS(=O)(=O)c3cn(C)cn3)ccc2O[C@H]1CN(C)Cc1ccc(C(F)(F)F)cc1	10	-1	-21	x	-2	8	6
O=C(O)/C=C/c1cn(Cc2ccccc2)nc1-c1ccc(Cl)cc1	3	-1	0	0	-2	-1	1
C[C@@H]1CN([C@@H](C)CO)C(=O)c2cc(NC(=O)C3CC3)ccc2O[C@@H]1CN(C)Cc1ccc(C(F)(F)F)cc1	-7	0	-1	x	-7	14	49
CC12N=C3SCC(=O)N3[C@H](c3ccccc3O1)[C@H]2CO[Si](C)(C)C(C)(C)C	x	-3	-1	x	x	-7	x
CC(C)NC(=O)N(C)C[C@H]1Oc2c(NS(=O)(=O)c3cn(C)cn3)cccc2C(=O)N([C@@H](C)CO)C[C@H]1C	3	1	7	-7	0	-3	x
O=C(Nc1cccc(NC(=O)c2cccs2)c1)c1ccc(F)cc1	1	-2	2	1	9	-3	-27
Cc1ccc(NC(=O)/C(=C/c2cccc([N+](=O)[O-])c2)NC(=O)C2CCCCC2)cc1	-5	0	0	x	-11	6	-19
CSCCC(NC(=O)c1cccc(S(=O)(=O)N2CCOCC2)c1)C(=O)Nc1cccc(C)c1 (stereo not drawn)	-12	3	-2	5	x	5	x
COc1ccccc1S(=O)(=O)N[C@@H]1CC[C@H](CC(=O)NCc2cc(F)cc(F)c2)O[C@@H]1CO	-7	1	-2	x	x	-1	x
COc1ccc(NS(=O)(=O)NC(=O)c2c(C)n(C)c3ccccc23)cc1	5	-4	4	-1	-3	0	4
CC(C)(C)NC(=O)CSc1nnc(NC(=O)CCn2cnc3ccccc3c2=O)s1	24	x	x	x	9	x	0
COc1ccccc1OCC(=O)NC1CC(C)(C)NC(C)(C)C1	5	-9	-1	3	4	-3	-3
CCOc1ccc(NC(=O)CN(C)C(=O)CC2CCCCC2)cc1OCC	10	-2	7	2	-2	-2	25
Cc1cc(C(=O)NCCC(c2ccccc2)c2ccccc2)c(C)o1	x	x	x	5	22	x	15
CO[C@H]1CN(C)C(=O)c2ccc(NS(C)(=O)=O)cc2OC[C@@H](C)N(C(=O)C2CCOCC2)C[C@@H]1C	10	0	0	-8	0	-1	2
O=C(COc1coc(CN2CCN(c3ccccc3F)CC2)cc1=O)NC1CCCCC1	1	-3	-1	-2	x	-2	11
O=C(Nc1ccc2c(c1)OCCO2)c1ccc(Cl)cc1Cl	52*	-1	1	2	-18	0	-1
CCOC(=O)C1(CCOC)CCN(Cc2ccc(COC)o2)CC1	19	0	2	18	-5	1	3
Clc1ccccc1CN1CCN(/N=C/c2ccncc2)CC1	-8	1	-1	0	x	0	x
CC(C)NC(=O)N(C)C[C@H]1OCCCC[C@H](C)Oc2ccc(NS(C)(=O)=O)cc2C(=O)N([C@H](C)CO)C[C@@H]1C	3	2	-2	x	-8	0	x
Cc1c(Cl)cccc1NC(=S)NC1CCCC1	5	-2	2	-2	4	2	-17
O=C(CCN1C(=O)/C(=C/c2ccccc2F)SC1=S)NCCc1ccc(O)cc1	10	9	1	-6	5	-3	2

Continued, overlapping the part above by five compounds.
SMILES	LGR2 inh	CASP6 VEID inh	S100A4 inh HTS	FN deposition inh	esBAF inh	SIRT5 inh	C2C12 statin
CCOC(=O)C1(CCOC)CCN(Cc2ccc(COC)o2)CC1	19	0	2	18	-5	1	3
Clc1ccccc1CN1CCN(/N=C/c2ccncc2)CC1	-8	1	-1	0	x	0	x
CC(C)NC(=O)N(C)C[C@H]1OCCCC[C@H](C)Oc2ccc(NS(C)(=O)=O)cc2C(=O)N([C@H](C)CO)C[C@@H]1C	3	2	-2	x	-8	0	x
Cc1c(Cl)cccc1NC(=S)NC1CCCC1	5	-2	2	-2	4	2	-17
O=C(CCN1C(=O)/C(=C/c2ccccc2F)SC1=S)NCCc1ccc(O)cc1	10	9	1	-6	5	-3	2
NS(=O)(=O)c1cccc(NC(=O)COC(=O)CSCc2ccccc2)c1	0	-2	-4	7	-5	0	2
CC(C)NC(=O)c1ccc2c(c1)N(CC(=O)N1CCOCC1)C(=O)C(C)(C)O2	x	x	x	0	-16	x	3
CCCCCCN1CCN(C2CN(Cc3ccc([N+](=O)[O-])cc3)S(=O)(=O)C2)CC1 (stereo not drawn)	-11	-6	-1	-4	-4	-9	-16
CCc1c(C)nc(N2CCN(Cc3ccc4c(c3)OCO4)CC2)[nH]c1=O	0	2	-4	-8	-8	-5	-1
Cc1cc(/C=C2\SC(=O)N(C)C2=O)c(C)n1-c1cccc(C(=O)O)c1	1	39*	-9	2	4	5	-15
O=C(NC1CCCCCC1)C1CCCN1S(=O)(=O)c1cccc2cccnc12 (stereo not drawn)	-7	0	-3	-4	12	x	10
O=C(NCc1ccccc1)c1ccc(NC(=O)C2CC2)cc1	12	-1	1	3	4	x	-3
O=C(O)c1ccc(CNS(=O)(=O)c2ccc(Oc3ccccc3Cl)cc2)cc1	14	5	-5	-2	5	-6	-2
CC(=O)N(C)C[C@H]1Oc2cc(C#CC3CCCCC3)ccc2S(=O)(=O)N([C@@H](C)CO)C[C@H]1C	8	2	-8	3	-3	4	x
CN(C)CCCN(C(=O)c1ccc(S(=O)(=O)N2CCCc3ccccc32)cc1)c1nc2ccc(F)cc2s1	-14	-3	-6	-9	-82	-5	-7
O=C1CC2(CCCC2)CC(=O)N1c1ccccc1	-2	1	7	5	2	-1	2
O=S(=O)(NNC(=S)NCC1CCCO1)c1cc(Cl)ccc1Cl (stereo not drawn)	-10	0	1	-5	-8	1	6
OCCNc1nc(Nc2ccc(Cl)c(Cl)c2)nc2ccccc12	17	0	-1	15	8	2	-27
O=C1c2ccccc2C(=O)N1Cc1ccccc1F	7	-4	-21	0	1	-2	-4
CCc1ccc[n+](-c2[nH]c(=O)sc2/C=N/NC([S-])=Nc2ccccc2)c1	-2	10	8	16	x	2	x
O=C(NCC(=O)N1CCCC(C(F)(F)F)C1)c1ccc2ccccc2c1 (stereo not drawn)	-21	0	-11	5	13	-1	-13
CCCNC(=O)C[C@@H]1CC[C@@H]2[C@@H](COc3ccc(NC(=O)NCCC)cc3C(=O)N2C)O1	-17	-3	-14	-4	x	-5	x
CC1=C(C#N)c2nc(N)c(C#N)c(C)c2/C1=C\c1ccc(OCC(=O)O)c(Cl)c1	2	16	-14	3	x	19*	x
CCC(=O)N(C)C[C@@H]1Oc2cc(C#CC3CCCC3)ccc2S(=O)(=O)N([C@@H](C)CO)C[C@@H]1C	-8	2	-6	-9	10	7	10
COc1ccc(S(=O)(=O)NC(C)CCc2ccccc2)cc1 (stereo not drawn)	13	-7	2	5	x	-3	x
Cc1c(Cl)cccc1NC(=O)CCN1CCOCC1	29	0	-4	-3	7	x	-3
O=c1ccc2cc3c4c(c2o1)CCCN4CCC3	2	2	2	14	0	-8	-1
COc1cccc(/C(C)=N/NS(=O)(=O)c2ccc(Cl)cc2)c1	10	2	4	4	2	0	13
Cc1ccc(NC(=O)Nc2ccc3c(c2)C(=O)N(C)[C@H]2CC[C@H](CC(=O)O)O[C@H]2CO3)cc1	-10	1	0	5	3	0	-7
O=C(Nc1cccc(F)c1)N1CCN(C(=O)c2ccco2)CC1	1	1	0	6	-4	1	7

Whole records, looked up by structure. Values in the order: LGR2 inh | CASP6 VEID inh | S100A4 inh HTS | FN deposition inh | esBAF inh | SIRT5 inh | C2C12 statin
O=C(NC1CCCCCC1)C1CCCN1S(=O)(=O)c1cccc2cccnc12 (stereo not drawn) in the list: -7 | 0 | -3 | -4 | 12 | x | 10
O=c1ccc2cc3c4c(c2o1)CCCN4CCC3 in the list: 2 | 2 | 2 | 14 | 0 | -8 | -1
CCc1ccc[n+](-c2[nH]c(=O)sc2/C=N/NC([S-])=Nc2ccccc2)c1 in the list: -2 | 10 | 8 | 16 | x | 2 | x

Further records.
SMILES	LGR2 inh	CASP6 VEID inh	S100A4 inh HTS	FN deposition inh	esBAF inh	SIRT5 inh	C2C12 statin
COc1ccc(/C=C2/SC(=S)N(NS(=O)(=O)c3ccccc3)C2=O)cc1	15	8	-6	7	x	6	x
CC(C)(C)S(=O)(=O)N1C[C@@H]2CC(=O)C(CCO)=C2[C@H]1CCO	-12	-4	0	1	x	-5	x
COC(=O)C1(c2ccccc2)NC(c2ccc(O)cc2)C2C(=O)N(c3ccc4c(c3)OCO4)C(=O)C21 (stereo not drawn)	5	-2	3	-10	-7	7	1
O=C1C(C2=NC(c3ccccn3)C3C(=O)N(c4ccccc4)C(=O)C23)=C(O)c2ccccc21 (stereo not drawn)	20	5	-3	1	0	-1	9
Cc1c(/C=N/NC(=O)c2ccc(Br)o2)cnn1C	-7	-1	-5	0	x	0	x
C[C@@H]1CN([C@H](C)CO)S(=O)(=O)c2ccc(C#Cc3ccccn3)cc2O[C@H]1CN(C)C(=O)C1CC1	-32	0	-3	-19	-9	4	-3
Cc1cccc(S(=O)(=O)N2C[C@H]3[C@@H](c4ccccc42)[C@@H](CO)N3Cc2cccnc2)c1	2	-3	-1	x	-1	0	-30
CCOC(=O)C1=C(C(=O)OCC)C2N(Cc3ccc(C(F)(F)F)cc3)c3ccccc3[C@@]23C[C@@H](C(=O)OC)N(S(=O)(=O)c2ccccc2C)C3=N1 (stereo partly drawn)	4	-9	0	2	x	x	x
